Screening results (PubChem BioAssay)
DNMT1 inh: human DNMT1 methyltransferase inhibitors, primary screen, biochemical, molecular beacon, fluorescence, HinP1I cleavage, uHTS; 360,000 compounds, 0.83% hits; inhibition (reported as % activation of signal), % at 10 µM; DNA (cytosine-5)-methyltransferase 1 (Homo sapiens), P26358; AID 588458, 2011; in the data active means inhibition above about 50%
NadD block: inhibitors of S. aureus NadD, primary screen, biochemical, colorimetric, uHTS; Nicotinate-nucleotide adenylyltransferase NadD (Staphylococcus aureus N315); purified NadD enzyme, colorimetric absorbance read-out; inhibition, % at 20 µM; 360,000 compounds, 0.78% hits; AID 602399, 2012; in the data active means inhibition above about 26%; further: some compounds past the cut are filed as inactive
TbMetRS inhib: T. brucei MetRS inhibitors, primary screen, biochemical, luminescence; methionyl-tRNA synthetase (Trypanosoma brucei brucei); purified T. brucei MetRS, ATP depletion, Kinase-Glo luminescence; inhibition, % at 11.9 µM; 360,000 compounds, 0.4% hits; AID 624268, 2012;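 active means inhibition above a per-plate cutoff of the control wells' mean inhibition plus 3 SD, cut at about 5.5% in these data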;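 further: 0% = DMSO wells median and 100% = median of wells with control inhibitor compound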
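Test system: purified T. brucei MetRS enzyme. Also added: ATP, methionine and E. coli bulk tRNA substrates. Compound: 11.9 µM single point. Schedule: 15 min enzyme-compound preincubation, 2 h reaction, 10 min detection, 25 °C. Signal: luciferase luminescence of residual ATP, Kinase-Glo. Evaluation: percent inhibition versus plate control medians. Controls: DMSO wells, low control.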
STEP inh: STEP phosphatase inhibitors, primary screen, biochemical, fluorescence intensity, uHTS. Tyrosine-protein phosphatase non-receptor type 5 (Homo sapiens), P54829. recombinant STEP, OMFP fluorogenic substrate. inhibition, % at 20 µM. 360,000 compounds, 0.25% hits. AID 588621, 2011;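 active means inhibition at 20 µM, scaled per plate between control wells, above about 37%, limit read from the data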;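 further: 0% = DMSO with enzyme and substrate and 100% = substrate only without enzyme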
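material = STEP tyrosine phosphatase | reagent = fluorogenic phosphatase substrate OMFP at 25 µM final | doses = single compound dose of 20 µM, 1% DMSO final | schedule = 20 min reaction, room temperature, in the dark | measured by = fluorescence, 480/540 nm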
SUMO1 PPI mod: modulators of SUMO1 protein-protein interactions, primary screen, biochemical, uHTS. 360,000 compounds, 0.33% hits. Small ubiquitin-related modifier 1 (Homo sapiens), P63165. inhibition, % at 20 µM. AID 602429, 2012. SUMO1 binding to a labelled peptide, TR-FRET, 1 h; in the data active means inhibition above about 37%
Scp1 inh: Scp-1 phosphatase inhibitors, primary screen, biochemical, colorimetric, uHTS | inhibition, % at 20 µM | 340,000 compounds, 0.88% hits | AID 493091, 2011 | Carboxy-terminal domain RNA polymerase II polypeptide A small phosphatase 1 (Homo … | Recombinant Scp1, phosphopeptide, malachite green phosphate absorbance;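 active means inhibition above about 50% at 20 µM, limit read from the data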;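 further: plate controls were DMSO wells with enzyme for no effect and wells lacking enzyme for full effect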
Target sequence (Q9GZU7 76-261 limits assumed): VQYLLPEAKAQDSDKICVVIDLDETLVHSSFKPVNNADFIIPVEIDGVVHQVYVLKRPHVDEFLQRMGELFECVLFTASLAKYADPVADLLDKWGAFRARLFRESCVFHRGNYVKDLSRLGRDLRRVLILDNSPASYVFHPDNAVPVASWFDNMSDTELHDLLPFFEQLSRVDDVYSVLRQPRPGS
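System: truncated SCP-1 phosphatase (76-261aa); medium: Tris acetate buffer pH 5.5 with MgCl2 and Tween-20; incubation: 45 min room-temperature reaction, 5 min colour, 30 min stabiliser; compound: single 20 µM dose, 1% DMSO; reagent: Phosphorylated 17-residue peptide substrate; read-out: % inhibition at 20 µM; technique: colorimetric free-phosphate detection, absorbance 630 nm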
CSN deneddyl inh: inhibitors of CSN-mediated cullin deneddylation, primary screen, biochemical, fluorescence polarization, uHTS; AID 651999, 2013; Purified CSN, SCF-Nedd8-OG deneddylation; inhibition, % at 12.5 µM; 360,000 compounds, 0.38% hits; COP9 signalosome complex subunit 5 (Homo sapiens), Q92905;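 active means pattern-corrected inhibition above about 35%, with an unprinted fluorescence ratio check between 0.5 and 1.5, limit read from the data, passing the limit was not always enough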;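 further: 0% = enzyme with substrate and 100% = substrate without enzyme; some results filed as inactive read as strong as hits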
Target sequence (Q92905 whole entry, looked up, one chain of several): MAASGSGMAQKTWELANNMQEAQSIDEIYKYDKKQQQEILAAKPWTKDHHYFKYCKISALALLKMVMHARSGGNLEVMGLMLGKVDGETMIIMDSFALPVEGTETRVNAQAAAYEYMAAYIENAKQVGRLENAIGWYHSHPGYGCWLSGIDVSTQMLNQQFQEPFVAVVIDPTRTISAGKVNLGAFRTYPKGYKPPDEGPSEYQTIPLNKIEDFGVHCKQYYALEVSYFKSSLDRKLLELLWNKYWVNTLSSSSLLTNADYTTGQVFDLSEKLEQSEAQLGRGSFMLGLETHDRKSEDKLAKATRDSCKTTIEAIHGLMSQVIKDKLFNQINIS
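Material: human Csn5 produced in HEK293T cells; Input: enzyme 0.24 nM; Reagent: SCFSkp2-Nedd8OG substrate at 10 nM final; Dosing: 12.5 µM compound; Incubation: 90 min reaction at room temperature; Detection: fluorescence polarization of the substrate; Evaluation: % inhibition of substrate cleavage by Csn5; Control set: substrate-only high control, full reaction low control.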
LMPTP inh: LMPTP phosphatase inhibitors, primary screen, biochemical, fluorescence intensity, uHTS | Low molecular weight phosphotyrosine protein phosphatase (Homo sapiens), P24666 | recombinant LMPTP-A, OMFP fluorogenic substrate | inhibition, % at 20 µM | 360,000 compounds, 0.22% hits;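 active means compounds that cut the enzyme signal by at least half of the control window in the single-dose screen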;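 further: plate controls were DMSO wells with enzyme plus substrate for no effect and substrate without enzyme for full effect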
Target sequence (P24666 whole entry, looked up): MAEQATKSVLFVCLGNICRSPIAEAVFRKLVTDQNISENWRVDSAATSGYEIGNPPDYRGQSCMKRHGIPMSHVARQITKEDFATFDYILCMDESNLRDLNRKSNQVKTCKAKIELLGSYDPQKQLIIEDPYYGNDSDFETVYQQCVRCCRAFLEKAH
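Assay system: LMPTP-A phosphatase enzyme | Input: 0.625 nM enzyme | Also added: Fluorogenic phosphatase substrate OMFP at 400 µM final | Compound dosing: One test concentration per compound, 20 µM, with 3% DMSO overall | Schedule: 50 min enzyme reaction at room temperature, protected from light | Signal: Fluorescence intensity | Benchmarks: no-enzyme and uninhibited controls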
MsrA inh: bovine MsrA enzyme inhibitors, primary screen, biochemical, absorbance, HTS; AID 651718, 2012; purified bovine MsrA, absorbance read-out; 360,000 compounds, 0.75% hits; Methionine sulfoxide reductase A (Bos taurus); inhibition, % at 15.5 µM; in the data active means inhibition above about 4.5%;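 further: 0% = vehicle wells with enzyme and 100% = reference inhibitor wells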
Rpn11 block: Rpn11 (PSMD14) deubiquitinase inhibitors, primary screen, biochemical, fluorescence polarization, uHTS; AID 588493, 2011; 26S proteasome non-ATPase regulatory subunit 14 (Homo sapiens), O00487; calls only at 20 µM; 360,000 compounds, 0.59% hits; human 26S proteasome, Ub4-pepOG fluorescence polarization; 20S core pre-blocked with epoxomicin;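 active means inhibition at 20 µM, scaled to each plate's controls, above about 33%, limit read from the data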
Target sequence (O00487 whole entry, looked up): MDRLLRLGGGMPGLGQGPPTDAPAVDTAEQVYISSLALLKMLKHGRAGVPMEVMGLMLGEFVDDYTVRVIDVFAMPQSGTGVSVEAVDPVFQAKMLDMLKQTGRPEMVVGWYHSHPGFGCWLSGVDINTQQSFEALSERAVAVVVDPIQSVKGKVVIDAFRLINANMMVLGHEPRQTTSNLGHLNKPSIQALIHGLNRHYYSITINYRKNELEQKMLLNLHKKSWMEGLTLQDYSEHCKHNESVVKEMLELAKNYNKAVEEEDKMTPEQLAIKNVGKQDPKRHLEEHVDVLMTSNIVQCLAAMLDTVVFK
* = called active by the depositor; i = inactive; . = no result given.

nr	SMILES	DNMT1 inh	NadD block	TbMetRS inhib	STEP inh	SUMO1 PPI mod
1	CC(C)c1ccc(NC(=O)CSc2nnc(CN3CCOCC3)n2C)cc1	-1	-3	-0.6	-1	2
2	O=C(NCCCN1CCOCC1)c1ccc(S(=O)(=O)Nc2cccc(C(F)(F)F)c2)cc1	0	-4	-0.3	0	5
3	Cn1c(NCCN2CCOCC2)nc2c1c(=O)n(Cc1cccc(Cl)c1)c(=O)n2C	-1	-2	0.0	5	0
4	COc1cccc(C(c2nnnn2CS(=O)(=O)c2ccc(C)cc2)N2CCN(C)CC2)c1OC (configuration not stated)	2	5	0.0	-4	-1
5	Clc1cccc(-c2nnc(-c3ccccc3)o2)c1	-2	2	-0.6	0	2
6	COc1ccc(Cc2nnc3sc(SCC(=O)Nc4ccccc4)nn3c2=O)cc1OC	-1	1	0.1	7	4
7	O=C(Nc1cccc(Br)c1)c1ccn[nH]1	-3	-5	-0.8	0	3
8	COc1ccc(S(=O)(=O)N2CCCCC2)cc1NC(=O)CCc1cc(OC)c(OC)c(OC)c1	2	5	-0.1	0	-2
9	CCOC(=O)[C@H]1[C@H]2COc3ccc(OC)cc3[C@@H]2N2C(=O)c3cc(C)ccc3NC(=O)[C@@]12C	1	-3	-0.2	-1	7
10	COc1ccc2cc(C(=O)N(C)CC(=O)Nc3ccccc3Br)ccc2c1	-3	-6	-0.3	-3	-4
11	COCCCOc1ccnc(CS(=O)c2nc3ccccc3[nH]2)c1C (configuration not stated)	-4	2	-0.6	74*	1
12	CCOc1ccc(S(=O)(=O)N2CCCC(C(=O)NCC3CCCO3)C2)cc1Cl (configuration not stated)	2	-5	-0.2	-2	0

nr	Scp1 inh	CSN deneddyl inh	LMPTP inh	MsrA inh	Rpn11 block
1	4	1	-1.1	0.4	i
2	-6	-2	-0.8	0.3	i
3	-3	-3	-2.7	0.2	i
4	-5	1	-0.2	-0.7	i
5	-5	-2	0.1	-0.7	i
6	-7	-1	0.1	1.9	i
7	-9	0	-0.4	0.6	i
8	-8	-2	0.3	0.0	i
9	8	3	-0.4	0.5	i
10	-10	3	1.0	-0.8	i
11	14	0	0.6	-0.8	i
12	2	6	-1.0	0.1	i

Later entries.
nr	SMILES	DNMT1 inh	NadD block	TbMetRS inhib	STEP inh	SUMO1 PPI mod
13	Cc1c(NC=C(C#N)C#N)c(=O)n(-c2ccccc2)n1C	0	2	0.4	2	1
14	Cc1nn2c(-c3cccnc3)ccnc2c1-c1ccccc1	-1	6	-0.1	0	-22
15	COC(=O)c1nn(-c2ccc(C)cc2)ccc1=O	3	-1	-0.6	-1	-4
16	COc1cc2sc(-c3ccccc3OC)c(-c3ccc(OCCN4CCOCC4)cc3)c2cc1OC	-20	-1	-1.7	3	0
17	O=C(Nc1cc(S(=O)(=O)N2CCOCC2)ccc1Oc1ccc(F)cc1)C1=COCCO1	-4	-6	-0.3	1	-2
18	CCc1cc2ccc(C)cc2nc1SCC(=O)NC1CCCC1	7	8	-0.8	1	-6
19	O=C(O)CSCC(=O)Nc1cc(C(F)(F)F)ccc1Cl	2	3	-1.3	-2	-1
20	O=C1NC(=O)/C(=C\c2ccc(OCc3ccccc3)cc2)S1	0	2	-0.2	-1	-3
21	CC(Nc1nc(-c2ccncc2)nc2ccccc12)c1ccccc1 (configuration not stated)	-5	0	-1.2	0	3
22	COc1cc(OC)cc(N(C(=O)c2snc(C(N)=O)c2N)C(C(=O)NCC2CCCO2)c2ccc(C)o2)c1 (configuration not stated)	-11	4	-0.9	3	-5
23	Cc1ccc(C(=O)N2CCCC(CCC(=O)N3CCN(c4ccccn4)CC3)C2)cn1 (configuration not stated)	0	2	0.1	-3	3
24	CC1(C)CC(=O)C2=C(C1)OC(N)=C(C#N)C2c1ccccc1OC(=O)N1CCOCC1 (configuration not stated)	0	-5	-0.4	2	2

nr	Scp1 inh	CSN deneddyl inh	LMPTP inh	MsrA inh	Rpn11 block
13	-9	0	-0.2	1.1	i
14	-3	6	-0.6	-0.4	i
15	-7	10	-0.6	1.4	i
16	7	2	-1.6	.	i
17	-7	3	-0.7	0.5	i
18	4	-1	-0.6	1.1	i
19	-5	9	-1.8	-0.9	i
20	-7	-2	-1.4	0.7	i
21	-7	-3	15	1.0	i
22	.	4	2.7	0.7	i
23	-8	-5	0.0	-0.7	i
24	-4	-7	-0.8	-0.9	i

Record cards, as listed above:
COc1cc2sc(-c3ccccc3OC)c(-c3ccc(OCCN4CCOCC4)cc3)c2cc1OC in the list: DNMT1 inh: -20; NadD block: -1; TbMetRS inhib: -1.7; STEP inh: 3; SUMO1 PPI mod: 0; Scp1 inh: 7; CSN deneddyl inh: 2; LMPTP inh: -1.6; MsrA inh: .; Rpn11 block: i
O=C1NC(=O)/C(=C\c2ccc(OCc3ccccc3)cc2)S1 in the list: DNMT1 inh: 0; NadD block: 2; TbMetRS inhib: -0.2; STEP inh: -1; SUMO1 PPI mod: -3; Scp1 inh: -7; CSN deneddyl inh: -2; LMPTP inh: -1.4; MsrA inh: 0.7; Rpn11 block: i

New compounds follow.
nr	SMILES	DNMT1 inh	NadD block	TbMetRS inhib	STEP inh	SUMO1 PPI mod
25	Cc1ccc([C@H]2N[C@]3(CCCN(Cc4ccccc4)C3=O)[C@H]3C(=O)N(C)C(=O)[C@@H]23)cc1	3	1	-0.9	-2	3
26	O=c1[nH]cc(NCc2ccccc2)c(=O)[nH]1	-6	-4	-0.5	-2	-10
27	Cc1c(OC(C)C(=O)O)ccc2c(-c3ccccc3)cc(=O)oc12 (configuration not stated)	0	-6	-0.2	0	-21
28	Cc1ccc(C(O)c2nccn2C)o1 (configuration not stated)	-5	-3	-0.4	-2	-2
29	CCOC(=O)CSc1nc2ccc(NC(=O)CSc3nnnn3Cc3ccccc3)cc2s1	7	12	0.5	1	3
30	COc1ccc(C(=O)C=CNNC(=O)c2ccc(Cl)cc2)cc1	-16	9	-0.6	1	-7
31	C=CCn1c(SCC(=O)N2CCN(c3ccccc3)CC2)nc2c([nH]c3ccccc32)c1=O	29	7	-0.2	1	0
32	O=C(CSc1nc2[nH]c(=O)[nH]c(=O)c2s1)Nc1cccc(F)c1	7	-9	-0.1	0	-4
33	C/C(CC(=O)NCCCN1CCOCC1)=N\NC(=O)COc1ccc(Cl)cc1	-12	1	-0.1	-1	-2
34	CCn1c(SCC(=O)NNC(=O)c2ccc(OC)cc2)nnc1-c1cccnc1	2	-4	-0.8	-4	1
35	COc1cccc(NC(=O)N2CCN(c3cccc(C)c3C)CC2)c1	-5	3	1.1	-2	0
36	COc1ccc(C(c2c(C)n(C)n(-c3ccccc3)c2=O)c2c(C)n(C)n(-c3ccccc3)c2=O)cc1	1	22	-0.5	1	-11

nr	Scp1 inh	CSN deneddyl inh	LMPTP inh	MsrA inh	Rpn11 block
25	.	-8	-0.3	-0.4	i
26	-10	2	0.2	0.8	i
27	-24	1	0.3	4.5	i
28	-8	1	-1.8	0.5	i
29	-14	4	-0.4	0.2	i
30	3	0	1.9	1.5	i
31	-8	0	0.5	-0.8	i
32	-6	3	-2.0	1.5	i
33	-3	32	-7.5	-0.7	i
34	-6	-6	-0.2	-0.2	i
35	-8	-1	1.0	2.0	i
36	18	6	1.4	-1.6	i

STEP inh, entries above that show a hit.
nr	SMILES	DNMT1 inh	NadD block	TbMetRS inhib	STEP inh	SUMO1 PPI mod
11	COCCCOc1ccnc(CS(=O)c2nc3ccccc3[nH]2)c1C (configuration not stated)	-4	2	-0.6	74*	1

nr	Scp1 inh	CSN deneddyl inh	LMPTP inh	MsrA inh	Rpn11 block
11	14	0	0.6	-0.8	i

Next records follow:
nr	SMILES	DNMT1 inh	NadD block	TbMetRS inhib	STEP inh	SUMO1 PPI mod
37	Cc1ccc2nc(NC(=O)C3CC(=O)N(Cc4ccco4)C3)sc2c1 (configuration not stated)	0	1	-0.9	-2	4
38	CCC(CC)C(=O)Nc1cc([N+](=O)[O-])ccc1Cl	3	1	-0.3	-2	-18
39	CS(=O)(=O)c1ccc2nc(NC(=O)c3cccc(NS(=O)(=O)c4ccc(F)c(F)c4)c3)sc2c1	-7	18	0.4	-5	12
40	COc1ccc(OC)c(S(=O)(=O)Nc2cc3c4c(c2)CCN4C(=O)CC3)c1	3	3	-0.5	3	5
41	Cn1c(=O)c2[nH]c(CCCC(=O)O)nc2n(Cc2ccccc2)c1=S	-1	-1	1.2	-2	11
42	O=C(NNS(=O)(=O)c1ccccc1)c1csc(-c2cccnc2)n1	4	2	0.4	1	3
43	COc1ccccc1CN1CCN(C(=O)c2ccco2)CC1	5	0	-0.6	-1	4
44	CC(=O)Nc1ccccc1Nc1nc(NCCO)nc(N2CCCC2)n1	4	-2	0.3	0	0

nr	Scp1 inh	CSN deneddyl inh	LMPTP inh	MsrA inh	Rpn11 block
37	11	2	-2.0	0.5	i
38	-9	5	-1.8	1.4	i
39	-11	5	1.3	0.8	i
40	1	-3	0.2	-1.3	i
41	11	1	-1.7	-0.3	i
42	7	4	1.0	1.6	i
43	-5	-1	-1.3	-1.4	i
44	-3	1	-1.7	0.0	i

Results in sequence from the list:
STEP inh, nos. 39–44, in order: -5, 3, -2, 1, -1, 0
MsrA inh, nos. 39–44, in order: 0.8, -1.3, -0.3, 1.6, -1.4, 0.0
